Assay outcomes (PubChem)
GALR2 blocker – GALR2 antagonists in receptor-expressing cells, primary screen | Galanin receptor type 2 (Homo sapiens), O43603 | antagonist mode | inhibition, % at 4 µM | 140,000 compounds, 0.39% hits | AID 828, 2007; in the data active = inhibition above about 27%;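 also: cells stimulated with galanin 1-16 at roughly its EC80; 0% = agonist challenge control and 100% = basal control without agonist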
Target sequence (O43603 whole entry, looked up): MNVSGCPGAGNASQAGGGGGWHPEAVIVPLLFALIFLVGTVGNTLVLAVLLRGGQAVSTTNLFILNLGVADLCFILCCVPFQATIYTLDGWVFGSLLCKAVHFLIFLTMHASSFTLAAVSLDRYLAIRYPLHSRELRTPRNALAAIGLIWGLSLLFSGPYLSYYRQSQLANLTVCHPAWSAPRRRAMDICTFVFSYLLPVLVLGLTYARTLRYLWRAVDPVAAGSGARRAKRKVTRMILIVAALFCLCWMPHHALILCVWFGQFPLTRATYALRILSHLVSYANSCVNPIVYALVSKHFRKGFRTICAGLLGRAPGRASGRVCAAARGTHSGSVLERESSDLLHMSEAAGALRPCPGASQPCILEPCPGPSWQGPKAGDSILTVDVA
Yeast growth inh – growth inhibitors of yeast BB579 in restrictive medium, primary screen, yeast lifespan-shortening project, S. cerevisiae. 140,000 compounds, 0.51% hits. OD615, 48 h. inhibition, % at 10 µM;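 active = inhibition above a set limit, 3 SD over the mean compound inhibition, cut at about 44% in these data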; also: inactives centre near -24
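System: Saccharomyces cerevisiae DeaD strain BB579, replicative lifespan model yeast. Buffer or medium: restrictive glucose-based CSMM-D medium. Doses: one dose, 10 µM compound with 0.25% DMSO. Timing: 4 h preincubation and 48 h exposure at 30 °C. Detection: turbidity as optical density at 615 nm. Benchmarks: amphotericin B 10 µg/mL, positive.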
Measles CPE – compounds protecting cells from measles virus cytopathic effect, primary screen, measles RdRp inhibitor project, single point, MLSMR library, absorbance | protection (pct of control), % at 4 µM | Measles virus-infected cells, CPE protection | 140,000 compounds, 1.5% hits | AID 841, 2007; in the data active = protection mostly above about 24%, no sharp cut-off; inactive = mostly below about 26%; also: some compounds called inactive have numbers as strong as hits
Yeast life ext – compounds extending yeast replicative lifespan, primary screen, S. cerevisiae, OD615; inhibition of the nicotinamide effect, % at 10 µM; 130,000 compounds, 0.68% hits; AID 775, 2007; S. cerevisiae growth with nicotinamide; deaD strain in restrictive glucose medium;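 active = inhibition above a set limit, placed 3 SD over the median of all compounds, cut at about 26% in these data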;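 also: 0% = nicotinamide-treated wells and 100% = cells grown without nicotinamide; some compounds called inactive have numbers as strong as hits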
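Assay system: engineered S. cerevisiae DeaD replicative-lifespan strain, galactose-grown log-phase cells; Buffer or medium: CSMM-D glucose medium, restrictive; Probe or stimulus: nicotinamide 1.5 mM; Compound: single dose 10 µM compound, 0.25% DMSO; Schedule: 4 h preincubation then 48 h treatment at 30 °C; Technique: OD615 measurement.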
NPY-Y2 antag – NPY-Y2 receptor antagonists, primary screen, cell-based; NPY-Y2 expressing cells, antagonist mode; inhibition, % at 2.7 µM; 140,000 compounds, 0.99% hits; AID 793, 2007; in the data active = inhibition above about 17%;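 also: 0% = vehicle with agonist challenge and 100% = reference antagonist with challenge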
Target sequence (P49146 whole entry, looked up): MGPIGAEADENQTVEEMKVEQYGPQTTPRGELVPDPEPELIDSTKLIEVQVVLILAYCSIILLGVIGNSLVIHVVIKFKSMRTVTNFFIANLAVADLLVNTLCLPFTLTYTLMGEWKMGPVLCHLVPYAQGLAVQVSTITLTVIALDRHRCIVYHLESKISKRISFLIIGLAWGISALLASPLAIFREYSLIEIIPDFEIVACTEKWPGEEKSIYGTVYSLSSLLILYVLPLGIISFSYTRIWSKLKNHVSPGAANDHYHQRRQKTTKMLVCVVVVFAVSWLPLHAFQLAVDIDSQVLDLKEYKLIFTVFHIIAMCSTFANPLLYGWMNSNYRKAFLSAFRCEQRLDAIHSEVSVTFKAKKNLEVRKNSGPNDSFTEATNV
Phagocytosis inh – inhibitors of macrophage phagocytosis, primary screen, imaging, J774A.1 cells, IgG beads; J774A.1 macrophage IgG-bead phagocytosis; inhibition, % at 5 µM; 110,000 compounds, 0.07% hits;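 active = inhibition above the mean of the plate negative controls plus 5 SD, cut at about 13% in these data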;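 also: phagocytic index as fraction of beads internalized from green versus red external bead signal; plate controls were DMSO negative control for no effect and cytochalasin-D positive control for full effect; some results beyond the cut were filed as inactive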
E-sel TNF inh – E-selectin induction blockers in HUVEC – imaging, immunofluorescence, high content, primary screen | AID 1246, 2008 | 120,000 compounds, 0.71% hits | inhibition, % at 2 µM | HUVEC TNFa-induced E-selectin immunofluorescence;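 active = inhibition above the batch mean plus 3 SD, and confirmed as a hit on visual image review, cut at about 43% in these data; inconclusive = passes the inhibition cutoff but fails visual image review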;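 also: 0% = TNF-stimulated DMSO wells and 100% = unstimulated control wells; not every result past the cut was called active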
HCT116 bCat-KO – primary screen for growth suppressors in beta-catenin knockout HCT116 cells (colon tumor, human). HCT116 beta-catenin knockout viability, CellTiter-Glo, 60 h; hits give low values. 140,000 compounds, 1.5% hits. viability, % at 10 µM;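 active = viability at or under a set limit, the compound median less 4 SD, cut at about 6% in these data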;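 also: 0% = Hyamine 1622 control at 20 µM and 100% = untreated cell control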
MRP-1 activ – H69AR viability gain despite doxorubicin, primary screen, MRP-1 activator project, H69AR cells, CellTiter-Glo. viability rescue. viability increase, % at 10 µM. 140,000 compounds, 0.61% hits;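 active = viability gain under doxorubicin at or above a set limit, the compound median plus 3 SD, cut at about 4.7% in these data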;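 also: MRP-1 overexpressing cells given doxorubicin 25 µM after compound pretreatment; 18-22 h compound pretreatment then 72 h with doxorubicin before readout; 0% = doxorubicin-only wells and 100% = vehicle-treated cells without doxorubicin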
PTEN del growth – growth suppression of PTEN-null HCT116, primary screen, cell-based, CellTiter-Glo | viability, % at 10 µM | HCT116 PTEN-null viability, 60 h; hits give low values | 140,000 compounds, 1.2% hits;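 active = viability at or below a set limit, 4 SD under the median of all tested compounds, cut at about 3.7% in these data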;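 also: PTEN knockout HCT116 line with beta catenin targeted HCT116 as companion control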
An asterisk follows results filed as active.

How did CC(=O)O[C@@H]1C[C@H]2C(C)(C)C(=O)C=C[C@]2(C)[C@H]2CC[C@@]3(C)[C@H](c4ccoc4)OC(=O)[C@H]4O[C@]43[C@@]21C do in these assays?
GALR2 blocker: -14; Yeast growth inh: -36; Measles CPE: 8; Yeast life ext: 6; NPY-Y2 antag: 4; E-sel TNF inh: -8; HCT116 bCat-KO: 3.9*; MRP-1 activ: -4.8; PTEN del growth: 4

What do the screens show for `CCCCN(CC)Cc1c(C)[nH]c2ccccc2c1=O`?
GALR2 blocker: -12; Yeast growth inh: -14; Measles CPE: 3; Yeast life ext: -2; NPY-Y2 antag: -2; Phagocytosis inh: -2; E-sel TNF inh: 13; HCT116 bCat-KO: 96; MRP-1 activ: -2.1; PTEN del growth: 94

What do the screens show for `O=C(c1ccc(N2CCCCS2(=O)=O)cc1)N1CCN(c2ccc(N3CCOCC3)nn2)CC1`?
GALR2 blocker: -1; Yeast growth inh: 32; Measles CPE: 1; Yeast life ext: -1; NPY-Y2 antag: 1; Phagocytosis inh: 0; E-sel TNF inh: 5; HCT116 bCat-KO: 94; MRP-1 activ: -1.3; PTEN del growth: 90

What do the screens show for `O=c1[nH]c2ccccc2n1Cc1ccc(Cl)cc1`?
GALR2 blocker: 0; Yeast growth inh: -10; Measles CPE: 12; Yeast life ext: 11; NPY-Y2 antag: 2; Phagocytosis inh: 0; E-sel TNF inh: 17; HCT116 bCat-KO: 88; MRP-1 activ: -0.9; PTEN del growth: 86

How did COc1cccc(-c2ccc(SCC(=O)N3CCc4ccccc43)nn2)c1 do in these assays?
GALR2 blocker: -1; Yeast growth inh: 5; Measles CPE: 10; Yeast life ext: -2; NPY-Y2 antag: 7; Phagocytosis inh: -9; HCT116 bCat-KO: 88; MRP-1 activ: -2.5; PTEN del growth: 90

Results for O=C(NCCCN1CCCC1=O)c1cncc(Br)c1 ?
GALR2 blocker: 1; Yeast growth inh: -5; Measles CPE: 16; Yeast life ext: -15; NPY-Y2 antag: 1; Phagocytosis inh: 6; E-sel TNF inh: 8; HCT116 bCat-KO: 85; MRP-1 activ: -1.4; PTEN del growth: 103

Results for Cc1nc(NS(=O)(=O)c2ccccc2)sc1C(C)(C)C ?
GALR2 blocker: -10; Yeast growth inh: -53; Measles CPE: 7; Yeast life ext: 3; NPY-Y2 antag: 0; HCT116 bCat-KO: 81; MRP-1 activ: -2.0; PTEN del growth: 85

What do the screens show for `COCCOc1ccc(C(F)(F)F)cc1NC(=O)c1ccc(C)cc1`?
GALR2 blocker: -5; Yeast growth inh: -29; Measles CPE: 41; Yeast life ext: -4; NPY-Y2 antag: 4; Phagocytosis inh: -2; E-sel TNF inh: -29; HCT116 bCat-KO: 85; MRP-1 activ: -2.9; PTEN del growth: 82

How did CC(=O)Oc1c(C)cc(Cl)cc1C(=O)Nc1ccc([N+](=O)[O-])cc1Cl do in these assays?
GALR2 blocker: 1; Yeast growth inh: -10; Measles CPE: 2; Yeast life ext: 4; NPY-Y2 antag: 20*; Phagocytosis inh: -7; HCT116 bCat-KO: 1.1*; MRP-1 activ: -4.6; PTEN del growth: 1.8*

How did CC(Oc1ccc(Cl)cc1Cl)C(=O)NCCC1=CCCCC1 (stereo not given) do in these assays?
GALR2 blocker: 4; Yeast growth inh: -48; Measles CPE: 7; Yeast life ext: 1; NPY-Y2 antag: 5; HCT116 bCat-KO: 91; MRP-1 activ: -0.2; PTEN del growth: 81

What do the screens show for `O=C(O)c1ccc(-n2ccnc2)c([N+](=O)[O-])c1`?
GALR2 blocker: -14; Yeast growth inh: -32; Measles CPE: 5; Yeast life ext: 4; NPY-Y2 antag: 0; Phagocytosis inh: -10; HCT116 bCat-KO: 90; MRP-1 activ: 0.7; PTEN del growth: 90

Results for C/C(=N\NC(=O)C1CC1)c1ccc(Cl)c(Cl)c1 ?
GALR2 blocker: -3; Yeast growth inh: -13; Measles CPE: 23; Yeast life ext: -15; NPY-Y2 antag: 4; Phagocytosis inh: 0; E-sel TNF inh: -9; HCT116 bCat-KO: 111; MRP-1 activ: 1.2; PTEN del growth: 103

What do the screens show for `O=C(NCCCc1ccccc1)c1ccccc1O`?
GALR2 blocker: -5; Yeast growth inh: 13; Measles CPE: 2; Yeast life ext: -25; NPY-Y2 antag: 2; Phagocytosis inh: 0; E-sel TNF inh: 4; HCT116 bCat-KO: 72; MRP-1 activ: 1.1; PTEN del growth: 61

Results for C/C(Cn1nc([N+](=O)[O-])cc1C)=N\NC(=O)COc1c(Cl)cc(Cl)cc1Cl ?
GALR2 blocker: -1; Yeast growth inh: 2; Measles CPE: 6; Yeast life ext: -3; NPY-Y2 antag: 4; Phagocytosis inh: -4; E-sel TNF inh: -1; HCT116 bCat-KO: 79; MRP-1 activ: -1.3; PTEN del growth: 93

Results for Cc1cc(NC(=O)CCC(=O)N(c2cccnc2)C(C(=O)NC2CCCC2)c2ccccc2)no1 (stereo not given) ?
GALR2 blocker: 1; Yeast growth inh: -29; Measles CPE: 8; Yeast life ext: 2; NPY-Y2 antag: 3; Phagocytosis inh: -3; E-sel TNF inh: -28; HCT116 bCat-KO: 97; MRP-1 activ: -1.0; PTEN del growth: 98

Results for Cc1nc(C)n(C(=O)N(c2ccccc2)c2ccccc2)n1 ?
GALR2 blocker: -10; Yeast growth inh: -43; Measles CPE: 12; Yeast life ext: -13; NPY-Y2 antag: 6; Phagocytosis inh: -1; E-sel TNF inh: 6; HCT116 bCat-KO: 101; MRP-1 activ: 0.3; PTEN del growth: 99

How did CCCOc1ccccc1C1C(C(=O)OC)=CN(C(C)C)C=C1C(=O)OC do in these assays?
GALR2 blocker: -12; Yeast growth inh: -11; Measles CPE: 3; Yeast life ext: 0; NPY-Y2 antag: 1; Phagocytosis inh: -1; E-sel TNF inh: -9; HCT116 bCat-KO: 76; MRP-1 activ: -2.7; PTEN del growth: 56

How did COc1ccccc1N1CCN(C(CNC(=O)c2ccco2)c2cccnc2)CC1 (stereo not given) do in these assays?
GALR2 blocker: 12; Yeast growth inh: -33; Measles CPE: 16; Yeast life ext: -2; NPY-Y2 antag: 2; Phagocytosis inh: -1; HCT116 bCat-KO: 79; MRP-1 activ: -4.1; PTEN del growth: 82

Results for COc1ccc(CCNC(=O)COC(=O)c2cnc(C)cn2)cc1 ?
GALR2 blocker: -3; Yeast growth inh: -2; Measles CPE: 25; Yeast life ext: -27; NPY-Y2 antag: -2; E-sel TNF inh: -15; HCT116 bCat-KO: 86; MRP-1 activ: -2.2; PTEN del growth: 83

What do the screens show for `S=C(NCCc1ccccc1)NCc1ccccc1Cl`?
GALR2 blocker: 3; Yeast growth inh: -16; Measles CPE: 10; Yeast life ext: -4; NPY-Y2 antag: 1; Phagocytosis inh: -4; HCT116 bCat-KO: 70; MRP-1 activ: -1.5; PTEN del growth: 69

What do the screens show for `O=C(C1=C[C@@H]2[C@H]3C(=O)N(c4cccc(Cl)c4)C(=O)[C@H]3[C@@H](C(=O)c3ccc(Cl)cc3)N2C=C1)c1ccccc1`?
GALR2 blocker: -6; Yeast growth inh: -36; Measles CPE: 10; Yeast life ext: -5; NPY-Y2 antag: 1; Phagocytosis inh: -1; HCT116 bCat-KO: 90; MRP-1 activ: 0.9; PTEN del growth: 94

What do the screens show for `Cn1cccc1CC(=O)NNC(=O)Nc1cccc(Cl)c1`?
GALR2 blocker: -6; Yeast growth inh: -23; Measles CPE: 10; Yeast life ext: 0; NPY-Y2 antag: -1; Phagocytosis inh: -3; HCT116 bCat-KO: 89; MRP-1 activ: 0.7; PTEN del growth: 100

How did Cc1[nH]c2ccccc2c1SCC(=O)N1CCCc2ccccc21 do in these assays?
GALR2 blocker: 15; Yeast growth inh: 25; Measles CPE: 3; Yeast life ext: -6; NPY-Y2 antag: -1; Phagocytosis inh: 0; HCT116 bCat-KO: 91; MRP-1 activ: 0.2; PTEN del growth: 95

What do the screens show for `N#Cc1cnc(Nc2nc3ccccc3o2)nc1-c1ccccc1`?
GALR2 blocker: 10; Yeast growth inh: -28; Measles CPE: 12; Yeast life ext: -13; NPY-Y2 antag: 8; Phagocytosis inh: 3; E-sel TNF inh: -32; HCT116 bCat-KO: 40; MRP-1 activ: -2.2; PTEN del growth: 29

Results for CCC(=O)Nc1c(-c2ccc(OC)cc2)c(=O)c2ccccc2n1C ?
GALR2 blocker: -2; Yeast growth inh: -45; Measles CPE: 9; Yeast life ext: -13; NPY-Y2 antag: 1; Phagocytosis inh: -3; E-sel TNF inh: inconclusive; HCT116 bCat-KO: 93; MRP-1 activ: -1.5; PTEN del growth: 88

What do the screens show for `Cc1cc(C)n(-c2nc3c(c(=O)[nH]c(=O)n3C)n2CC(O)COc2ccccc2)n1` (stereo not given)?
GALR2 blocker: -6; Yeast growth inh: -25; Measles CPE: 3; Yeast life ext: -2; NPY-Y2 antag: 1; Phagocytosis inh: -1; HCT116 bCat-KO: 87; MRP-1 activ: -3.1; PTEN del growth: 92

Results for COc1ccc(N2C(=O)C3CCCN3C2c2cc(OC)c(OC)cc2OC)cc1 (stereo not given) ?
GALR2 blocker: -3; Yeast growth inh: -11; Measles CPE: 6; Yeast life ext: -12; NPY-Y2 antag: 1; Phagocytosis inh: 2; HCT116 bCat-KO: 104; MRP-1 activ: -3.8; PTEN del growth: 111

What do the screens show for `O=C(NCc1ccc2c(c1)OCO2)c1ccc(S(=O)(=O)N2CCCCC2)cc1`?
GALR2 blocker: 6; Yeast growth inh: -48; Measles CPE: 16; Yeast life ext: -8; NPY-Y2 antag: 2; Phagocytosis inh: -2; E-sel TNF inh: 14; HCT116 bCat-KO: 93; MRP-1 activ: -0.1; PTEN del growth: 100

How did Cc1ccc(C(=O)C(OC(=O)CN2C(=O)c3ccccc3C2=O)c2ccccc2)cc1 (stereo not given) do in these assays?
GALR2 blocker: -12; Yeast growth inh: -32; Measles CPE: 40; Yeast life ext: -12; NPY-Y2 antag: -5; Phagocytosis inh: 6; E-sel TNF inh: -12; HCT116 bCat-KO: 91; MRP-1 activ: -2.1; PTEN del growth: 96

What do the screens show for `CC(C)c1nnc(NC(=O)CCC(=O)N2CCN(Cc3ccccc3)CC2)s1`?
GALR2 blocker: 5; Yeast growth inh: -17; Measles CPE: 4; Yeast life ext: -3; NPY-Y2 antag: 4; Phagocytosis inh: -1; E-sel TNF inh: 4; HCT116 bCat-KO: 84; MRP-1 activ: -3.0; PTEN del growth: 92

How did CCc1ccc2[nH]c(=O)c(C(c3nnnn3CC3CCCO3)N3CCN4CCCC4C3)cc2c1 (stereo not given) do in these assays?
GALR2 blocker: -11; Yeast growth inh: -38; Measles CPE: 14; Yeast life ext: -3; NPY-Y2 antag: 0; Phagocytosis inh: 3; E-sel TNF inh: -17; HCT116 bCat-KO: 76; MRP-1 activ: -1.2; PTEN del growth: 103
